All columns: NCI-60 one-dose screen, growth in % after 48 h at 10 µM unless noted; 100 = growth as untreated, 0 = no growth, -100 = all killed.
SK-MEL-28: SK-MEL-28 melanoma. actives 4.1% (n = 81,000). AID 1794761
MDA-MB-435: MDA-MB-435 melanoma. actives 7.8% (n = 82,000)
UACC-62: UACC-62 melanoma; actives 5.4% (n = 81,000); AID 1794756
MALME-3M: MALME-3M melanoma | actives 5.8% (n = 78,000) | AID 1794766
LOX IMVI: LOX IMVI melanoma | actives 7.4% (n = 79,000) | AID 1794757
UACC-257: UACC-257 melanoma. actives 4.4% (n = 78,000)
SK-MEL-2: SK-MEL-2 melanoma | AID 1794763 | actives 4.7% (n = 77,000)
SK-MEL-5: SK-MEL-5 melanoma; actives 6.4% (n = 80,000)
The depositor's hits bear a star; . = no result given; & = joins results of further samples. How the source made its calls: active means growth percent below 10; inactive means the rest.

Compound | SK-MEL-28 | MDA-MB-435 | UACC-62 | MALME-3M | LOX IMVI | UACC-257 | SK-MEL-2 | SK-MEL-5
CCOc1ccc(-n2cnc3c(=O)[nH]c(N)nc32)cc1 | 112 | . | 106 | . | 98 | 102 | 104 | 106
COc1cc(/C=C2\C(=N)N=C(SCc3nc4ccccc4[nH]3)NC2=O)cc(OC)c1OC | 110 | 104 | 95 | 93 | 89 | 106 | 110 | 99
C=CCn1c(SCC(=O)Nc2cccc(C(=O)/C=C/c3ccc(OC)cc3)c2)nc2ccccc2c1=O | 92 | 86 | 73 | 93 | 88 | 99 | . | 95
c1ccc(CP(Cc2ccccc2)c2ccccc2)cc1 | 110 | 75 | 99 | 82 | 87 | 96 | 97 | 99
CC1(C)CC(=O)C([C@H](c2ccccc2)N2c3ccccc3Sc3ccccc32)C(=O)C1 | 104 | 101 | . | 85 | 90 | . | 99 | 96
CC(C)NC(=O)OCc1c(COC(=O)NC(C)C)c(-c2ccc(Cl)c(Cl)c2)n2c1C[C@@H](O)C2 | 101 | 101 | 91 | 99 | 88 | 133 | 147 | 93
N#C/C(=C\c1ccccc1)c1nc(N)nc(Nc2ccc(S(N)(=O)=O)cc2)n1 | 111 | 105 | 95 | 95 | 110 | 103 | 104 | 101
OC1CCC2CC12 (configuration not stated) | 110 | 94 | 100 | 99 | 55 | 96 | 98 | 104
CCN(CC)CCOc1nc2cc(OC)c(OC)cc2c2c1-c1ccc(OC)cc1C2=O | 112 | 86 | 79 | . | 30 | 101 | 74 | 91
COc1cc(NC(C)CCCNC(=O)CCC(=O)NCCCNCCCCCCNCCCNC(=O)CCC(=O)NCCCC(C)Nc2cc(OC)cc3cccnc23)c2ncccc2c1 (configuration not stated) | 95 | 96 | 91 | 80 | 63 | 78 | 96 | 92
COc1cc(N)ccc1O | 123 | 105 | . | 100 | 97 | 98 | 97 | 105
Clc1ccc(/C=C\c2ccncc2)cc1 | 108 | 84 | 76 | 84 | 83 | 107 | 92 | 87
NC(N)=N/N=C(\c1ccccc1)C(O)c1ccccc1 (configuration not stated) | 107 | 107 | 95 | 96 | 94 | 101 | 101 | 103
COc1ccc(C(=O)Nc2sc3c(c2C#N)CCC(=O)C3)cc1C(F)(F)F | -13* | -22* | -26* | -52* | -15* | -16* | -18* | -92*
COCCn1c(-c2csc(-c3cn(C)c4ccc(OC)cc34)n2)cc2cccnc21 | 85 | 75 | 82 | 106 | -23* | 55 | 54 | 65
CN1CCN(C(=O)c2ccc(-c3nc4ccc5[nH]ncc5c4c4c3CCCC4)cc2)CC1 | 82 | 67 | 73 | 85 | 69 | 101 | 89 | 82
CC(C)CSc1nc(N/N=C/c2cc(Cl)ccc2O)c(C#N)c(-c2ccc(Cl)cc2)n1 | 89 | 101 | 73 | 94 | 91 | 76 | 69 | 60
CC(=O)Oc1cc(C(C)C)ccc1C | 104 | 112 | 101 | 88 | 97 | 130 | 97 | 103
O=C(NCO)NCOCn1c(=O)n(CO)c(=O)n(CO)c1=O | 110 | 108 | 110 | 105 | 98 | 105 | 119 | 100
Nc1ccc2c(O)c(N=Nc3ccc(N=Nc4ccc(S(=O)(=O)O)cc4)cc3)c(S(=O)(=O)O)cc2c1 | 111 | 106 | 94 | 102 | 99 | 91 | 97 | 105
COc1ccc(-c2nc3sccn3c2-c2ccnc(NCCNS(=O)(=O)c3ccc(C)cc3)n2)cc1 | 109 | 82 | 88 | 73 | 81 | 97 | 82 | 69
COc1ccc(C(=O)CSc2nc3[nH]c(=O)n(C)c(=O)c3[nH]2)cc1 | 107 | 97 | 98 | 97 | 103 | 94 | 101 | .
COc1cc(-c2nc(-c3nnc(-c4ccc(C(F)(F)F)cc4)o3)c3ccccn23)cc(OC)c1OC | 109 | 91 | 86 | . | 91 | 95 | 74 | 87
COc1ccc2[nH]c(O)c(N=NC(=O)c3oc4ccccc4c3CN3CCN(c4ccccc4)CC3)c2c1 | 102 | 101 | 94 | 106 | 98 | 112 | 104 | .
CC(C)(C)N | 107 | 99 | 104 | 95 | 107 | 90 | 112 | .

Entries of single compounds, quoted from the list.
N#C/C(=C\c1ccccc1)c1nc(N)nc(Nc2ccc(S(N)(=O)=O)cc2)n1 in the list: SK-MEL-28 = 111; MDA-MB-435 = 105; UACC-62 = 95; MALME-3M = 95; LOX IMVI = 110; UACC-257 = 103; SK-MEL-2 = 104; SK-MEL-5 = 101
COc1ccc2[nH]c(O)c(N=NC(=O)c3oc4ccccc4c3CN3CCN(c4ccccc4)CC3)c2c1 in the list: SK-MEL-28 = 102; MDA-MB-435 = 101; UACC-62 = 94; MALME-3M = 106; LOX IMVI = 98; UACC-257 = 112; SK-MEL-2 = 104; SK-MEL-5 = .

The listing continues:
Compound | SK-MEL-28 | MDA-MB-435 | UACC-62 | MALME-3M | LOX IMVI | UACC-257 | SK-MEL-2 | SK-MEL-5
Nc1ccc(N=Nc2ccccc2Cl)c(N)n1 | 111 | 94 | 76 | 146 | 86 | 96 | 91 | 100
CC(C)C[C@H](C(=O)O)N(C)C(=O)[C@@H]1CCCN1C(=O)[C@H](C)O | 110 | 107 | 107 | 97 | 101 | 96 | 108 | 101
CC/C(=C(/Br)Cn1cnc2c(Cl)ncnc21)c1ccccc1 | 104 | 104 | 86 | 114 | 111 | 102 | 117 | 99
CC[C@H](CC[C@@H](C)[C@H]1CC[C@H]2[C@@H]3CC(=O)C4=CC(=O)/C(=C\c5ccco5)C[C@]4(C)[C@H]3CC[C@]12C)C(C)C | 86 | 100 | 86 | 101 | . | 105 | 121 | 95
CCCCC#CC(=O)OCC | 103 | 88 | 101 | 92 | 67 | 92 | 98 | 101
CCOC(=O)C=O | 108 | 96 | 110 | 98 | 99 | 123 | 133 | 112
CCCCCCCCNC=O | 113 | 113 | 104 | 104 | 101 | 107 | 114 | 110
COc1cc(-c2nn(C)nc2-c2cc3ccccc3s2)cc(OC)c1OC | 58 | -41* | 26 | 76 | 38 | 55 | 33 | .
O=C(Nc1ccccc1)Nc1ccc(OCc2ccc(F)cc2)cc1 | 103 | 100 | 89 | 101 | 113 | 99 | 107 | 100
CCCC(C)OCC(=O)O (configuration not stated) | 98 | 108 | 110 | 91 | 99 | 90 | 104 | 100
O=C(C1=C(O)CC2c3ccccc3N(Cc3ccccc3)C12)N1CCCCC1 (configuration not stated) | 102 | 109 | 87 | 101 | 103 | 103 | 116 | 100
Clc1cc2nc3c(nc2cc1Cl)-c1cccc2cccc-3c12 | 108 | 108 | 92 | 101 | 92 | 105 | 96 | 89
CCO[C@H]1CC[C@@]2(C)C(=CC[C@H]3[C@@H]4CC[C@H]([C@H](C)CCCC(C)C)[C@@]4(C)CC[C@@H]32)C1 | 106 | 95 | 102 | 91 | 99 | 99 | 110 | 107
O=C(Nc1ccc(Oc2ccc(F)cc2)c(Cl)c1)c1cccnc1 | 103 | 41 | 81 | 103 | 91 | 91 | 91 | 80
O=C(N/N=C/c1ccncc1)c1ccc(C(F)(F)F)nc1Nc1cccc(C(F)(F)F)c1 | 45 | 36 | 15 | 4.5* | 21 | 22 | -11* | 10
O=C(CCc1nnc(-c2cccnc2)o1)c1nc2ccccc2[nH]1 | 106 | 109 | 93 | . | 93 | 110 | . | 103
Clc1cccc(Nc2ncnc3ccc(-c4cccc(-c5nn[nH]n5)c4)cc23)c1 | 101 | 106 | 103 | 88 | 95 | 102 | 96 | 102
CCC(ON=C(C)C)C(=O)O (configuration not stated) | 102 | 110 | 105 | 116 | 103 | 102 | 109 | 93
CCOC(=O)[C@@]12CCCC=C1N1c3cc(Cl)ccc3-c3ccnn3[C@@H]1CC2 | 93 | 61 | 70 | 84 | 87 | . | 95 | 86
Cc1nc2c(=O)nc3s/c(=C\c4ccc(N(C)C)cc4)c(=O)n3c2nc1C | 104 | 104 | 92 | 84 | 95 | 104 | 99 | 99
CCCCC/C(C)=N\NC(N)=S | 94 | 84 | 96 | 84 | 96 | 60 | 103 | 90
Clc1nc(Cl)c2ncn(CC3(Cn4cnc5c(Cl)nc(Cl)nc54)COC3)c2n1 | -98* | -86* | -92* | -70* | -89* | -91* | -76* | -96*
CCCn1c(=S)[nH]c2ccccc2c1=O | 109 | 103 | 105 | 105 | 101 | 108 | 109 | 109
COc1ccc(C(=O)C(C)C(C)OC(=O)c2ccccc2C(=O)O)cc1 (configuration not stated) | 110 | 103 | 109 | 102 | 102 | 98 | 119 | 104
Cc1nc(-c2ccc(F)cc2)ccc1NC(=O)Nc1cccc(C(F)(F)F)c1 | 80 | 82 | 61 | 138 | 64 | 63 | 91 | 69

Rewritten field by field: part of the list above
compound: CC(C)C[C@H](C(=O)O)N(C)C(=O)[C@@H]1CCCN1C(=O)[C@H](C)O
  SK-MEL-28: 110
  MDA-MB-435: 107
  UACC-62: 107
  MALME-3M: 97
  LOX IMVI: 101
  UACC-257: 96
  SK-MEL-2: 108
  SK-MEL-5: 101
compound: O=C(Nc1ccc(Oc2ccc(F)cc2)c(Cl)c1)c1cccnc1
  SK-MEL-28: 103
  MDA-MB-435: 41
  UACC-62: 81
  MALME-3M: 103
  LOX IMVI: 91
  UACC-257: 91
  SK-MEL-2: 91
  SK-MEL-5: 80
compound: O=C(CCc1nnc(-c2cccnc2)o1)c1nc2ccccc2[nH]1
  SK-MEL-28: 106
  MDA-MB-435: 109
  UACC-62: 93
  MALME-3M: .
  LOX IMVI: 93
  UACC-257: 110
  SK-MEL-2: .
  SK-MEL-5: 103

Further records.
Compound | SK-MEL-28 | MDA-MB-435 | UACC-62 | MALME-3M | LOX IMVI | UACC-257 | SK-MEL-2 | SK-MEL-5
CCc1n(O)cc[n+]1[O-] | 102 | 107 | 96 | 102 | 100 | 101 | 109 | 100
CNC(=S)NNC(=O)Cn1nc(-c2ccccc2)ccc1=O | 114 | 109 | 110 | 101 | 102 | 116 | 108 | 100
COc1cc(-c2nn(-c3cccc(NC(=O)Nc4cccc(C(F)(F)F)c4)c3)cc2-c2ccncc2)ccc1Cl | -19* | -50* | -76* | -32* | -64* | -53* | -71* | -98*
O=c1[nH]ncc(Br)c1Br | 15 | 64 | 87 | -7.3* | . | -37* | 45 | 69
CC(C)(C)c1ccc(N)cc1[N+](=O)[O-] | 106 | 106 | 103 | 97 | 97 | 115 | 93 | 105
COc1ccc(Nc2ncc(Br)c(NCCCNC(=O)c3cccs3)n2)cc1 | 68 | 59 | 46 | 55 | 15 | 105 | 47 | 69
CC(C)(C)CC(C)(C)c1cc(Cc2cc(C(C)(C)CC(C)(C)C)cc(-n3nc4ccccc4n3)c2O)c(O)c(-n2nc3ccccc3n2)c1 | 111 | 109 | 116 | 105 | 105 | 119 | . | 108
CC1(C)CC(=O)C2=C(C1)N(c1ccc(OC(F)(F)F)cc1)C(N)=C(C#N)C2c1ccc(Cl)cc1 (configuration not stated) | 96 | 93 | 86 | 85 | 86 | 84 | 91 | 94
O=C(Oc1ccc(Cl)cc1Cl)C(=O)Oc1ccc(Cl)cc1Cl | 112 | 108 | 102 | 109 | 101 | 96 | 108 | 104
CCSCCSCC | 100 | 108 | 104 | 104 | 98 | 94 | 102 | 102
CCNc1nc(-c2ccc(Cl)c(OC)c2)c(-c2ccnc(NCCNS(=O)(=O)c3ccc(Cl)cc3)n2)s1 | 32 | 6.2* | 25 | 46 | 14 | 50 | -30* | 13
COc1ccc(-c2ccn(CCC(=O)N3CCOCC3)n2)cc1OC1CCCC1 | 124 | 108 | 100 | 120 | 95 | 101 | 108 | 100
NC(CSC(c1ccccc1)(c1ccccc1)c1ccc2c(c1)OCO2)C(=O)O (configuration not stated) | 47 | -58* | 25 | 48 | 29 | 33 | -15* | 8.3*
Cc1ccc(C(F)(F)F)cc1N1CCN(C(=O)[C@@H]2C[C@@H]2c2ccc(C(F)(F)F)nc2)CC1 | 105 | 100 | 81 | 98 | 96 | 99 | 97 | 89
CCN(CC)CCOc1ccc(-c2c(-c3ccc(OC)cc3)c(=O)oc3ccccc23)cc1 | 99 | 96 | 70 | 89 | 88 | 80 | 90 | 77
O=c1[nH]c(=O)c2cc3ccccc3nc2[nH]1 | 106 | 110 | 91 | 155 | 100 | 106 | 101 | 106
Cc1ccc(C(=O)c2ccc(C)cc2)cc1 | 106&111 | 105&103 | 101&93 | 93&108 | 90&100 | 114&93 | 98&99 | 100&96
COCCNc1nc2ccccc2c2c(=O)c3cc(F)ccc3sc12 | 110 | 103 | 89 | 98 | 97 | 96 | 109 | 96
CC(=O)COc1ccc(/C=C2\CCC/C(=C\c3ccc(OCC(C)=O)c(Br)c3)C2=O)cc1Br | 100 | 89 | 93 | 102 | . | 91 | 99 | .
Cc1cc(C(NC(=O)CCCCCNc2cccc3c2C(=O)N(C2CCC(=O)NC2=O)C3=O)c2cccnc2)c(O)c2ncccc12 (configuration not stated) | 25 | 31 | 19 | -14* | . | 26 | -17* | -59*
N#CC(C#N)=C(NC(=O)c1ccccc1)SCc1ccccc1 | 108 | 100 | 88 | 106 | 98 | 102 | 106 | 96
COc1ccc(C(=O)Cn2c(C(=O)c3ccc(OC)cc3)nc3ccccc32)cc1 | 43 | -50* | 14 | 37 | 39 | 49 | 88 | 23
CCOC(=O)C1=C(C)NC(=S)NC1c1ccc2c(c1)OCO2 (configuration not stated) | 98 | 102 | 97 | 90 | 99 | 107 | 111 | 98
O=C(NCc1cccnc1)c1ncoc1-c1ccc2c(c1)OCCO2 | 111 | 103 | 114 | 145 | 85 | 135 | 111 | 98
CC(CNC1CCCCC1)OC(=O)c1ccc([N+](=O)[O-])cc1 (configuration not stated) | 102 | 106 | 105 | . | 92 | 98 | . | 98
O=C(N=Nc1c(O)[nH]c2ccc(Br)cc12)c1ccc2nc(-c3ccccc3)[nH]c2c1 | -98* | -89* | -96* | -99* | . | -20* | -90* | -59*
Cc1ccc(-c2cc(-c3nnc(/C=C/c4ccc5c(c4)OCO5)o3)[nH]n2)cc1C | 105 | 69 | 109 | 97 | 97 | 107 | 98 | 100
N#C/C(=C\c1ccc(-c2ccc(Cl)cc2)o1)C(=O)Nc1ncc(Cc2ccc(Br)cc2)s1 | 11 | 11 | 1.0* | -34* | -70* | 47 | 83 | 52

Bioassay records deposited in PubChem by NCI.
